Screening data from PubChem.
CF NFkB inh: inhibitors of PAF-induced NF-kB signaling, primary screen, cell-based, GFP fluorescence, uHTS | KKLEB NF-kB-GFP reporter, GFP fluorescence overnight | 360,000 tested, 0.86% active | AID 588850, 2011 | inhibition, % at 5 µM;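 active means at least 50% inhibition at 5 µM, scaled per plate between neutral and stimulator controls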;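 further: PAF is a Pseudomonas aeruginosa culture filtrate used as stimulus; plate controls were PAF-stimulated DMSO wells for no effect and unstimulated DMSO wells for full effect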
Shn3 inh set2: reduction of Shn3 3'UTR firefly luciferase signal, primary screen, Schnurri-3 inhibitor project, cell-based, Clone20 osteoblasts, set 2 | AID 588674, 2011 | inhibition, % at 12.5 µM | Clone20 osteoblast Shn3 3'UTR firefly luciferase, 24 h | 360,000 tested, 0.52% active;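 active means mean inhibition of at least 75% with every replicate also reaching 75%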;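 further: 0% = median of neutral control wells and 100% = pilot-screen positive control compound; some compounds past the cut are filed as inactive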
KKLEB tox: cytotoxicity in KKLEB CF airway cells, primary screen, cytotoxicity control for CF NF-kB inhibitor project, cell-based, uHTS, fluorescence assay plates. KKLEB CF airway cells viability, ATPlite luminescence, overnight; stronger effect = lower value; cells stimulated with P. aeruginosa culture filtrate. activity change (cytotoxicity), % at 5 µM. 360,000 tested, 0.36% active. AID 602141, 2011;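 active means corrected activity change at or below -50% at 5 µM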
MITF TRPM1 inh: inhibitors of MITF-dependent TRPM1 promoter reporter, primary screen, cell-based, SK-MEL-5, single point, luciferase; SK-MEL-5 TRPM1 promoter luciferase, 24 h; inhibition, % at 12.5 µM; 330,000 tested, 0.83% active; AID 488899, 2010;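 active means mean inhibition across replicates of 60% or more, whatever share of single replicates reaches that level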; further: values of inactives mirror those of a sister screen read the other way
hiPSC survival: enhancers of single-cell hiPSC survival, primary screen, ATPlite luminescence. 100% = ROCK inhibitor wells, 0% = DMSO. survival enhancement, % at 20 µM. 360,000 tested, 0.044% active; in the data active means survival enhancement above about 18%;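 further: cells exposed to compounds for 16 hours before the ATP read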
EBV LMP1 NFkB: EBV LMP1-driven NF-kappaB luciferase reporter inhibitors, primary screen, cell-based, luminescence, single point. LMP1-induced NF-kappaB luciferase reporter cells. inhibition, % at 12.5 µM. 350,000 tested, 0.69% active. AID 504558, 2011; in the data active means inhibition above about 41%;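 further: 0% = neutral control wells and 100% = reference inhibitor control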
Peg3 prom inh: Peg3 promoter-driven luciferase inhibitors, primary screen, cell-based, HeLa, luciferase luminescence; inhibition, % at 20 µM; HeLa PEG-Prom luciferase reporter, overnight; 360,000 tested, 1.7% active;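 active means inhibition of at least 50% at 20 µM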
NR2E3 ag-1: inhibitors of NR2E3-RetCOR corepressor binding, primary screen, NR2E3 agonist project, biochemical, TR-FRET, GST-NR2E3, biotin-RetCOR; 1536-well; AID 2300, 2010; inhibition of corepressor binding, % at 4.78 µM; 320,000 tested, 0.12% active;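 active means percent inhibition above the cutoff of mean plus 3 SD of all tested compounds, set per screening campaign, cut at about 20% in these data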;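 further: 0% = DMSO wells and 100% = biotin wells as full block of FRET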
Target sequence (Q9Y5X4 whole entry, looked up): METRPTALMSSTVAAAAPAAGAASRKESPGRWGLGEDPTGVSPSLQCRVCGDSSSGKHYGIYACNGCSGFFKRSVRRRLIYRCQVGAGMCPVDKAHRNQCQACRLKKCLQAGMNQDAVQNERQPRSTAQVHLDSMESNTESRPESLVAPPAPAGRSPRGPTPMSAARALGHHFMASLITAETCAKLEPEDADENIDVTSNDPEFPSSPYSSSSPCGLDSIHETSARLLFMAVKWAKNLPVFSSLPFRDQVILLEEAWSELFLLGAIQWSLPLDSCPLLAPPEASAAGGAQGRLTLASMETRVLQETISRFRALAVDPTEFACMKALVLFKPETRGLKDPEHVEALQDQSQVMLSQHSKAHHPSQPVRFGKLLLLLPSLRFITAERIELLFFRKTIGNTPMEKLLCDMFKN
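System: GST-NR2E3 and biotin-RetCOR proteins; probe or stimulus: 7 nM biotin-RetCOR; doses: compound at 4.8 µM, single dose; schedule: Compound–protein incubation for 5 h at 4 °C; detection: time-resolved FRET; read-out: percent inhibition; controls: biotin wells as high control, 0.6% DMSO wells as low control; format: 1536-well plates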
TRAIL sens C8: viability loss with TRAIL in NB7+C8 cells, primary screen, TRAIL sensitizer project, cell-based, ATPlite luminescence | AID 624354, 2012 | 360,000 tested, 1% active | inhibition (viability loss, TRAIL sensitization), % at 10 µM;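 active means compounds causing at least 50% loss of cell viability in the single-dose screen, relative to plate controls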
NR2E3 ag-2: NR2E3 agonists in two-hybrid cells, primary screen, cell-based, luminescence, CHO-S, Gal4-NCOR/VP16-NR2E3; AID 602229, 2012; luciferase; inhibition of corepressor binding, % at 3.98 µM; 360,000 tested, 0.35% active;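 active means inhibition above the mean of all tested compounds plus 3 SD, cut at about 70% in these data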;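 further: 0% = DMSO with NR2E3 transfected cells and 100% = cells lacking NR2E3 construct; higher means lower luciferase signal from less NR2E3 corepressor binding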
HIF-2a block: HIF-2a reporter inhibitors, primary screen, luminescence, 786-0 RCC cells; inhibition, % at 18.8 µM; 786-0 RCC cells HIF-2a reporter, luciferase luminescence, overnight; AID 624352, 2012; 360,000 tested, 0.72% active;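 active means inhibition of the luminescence signal of 40% or more relative to plate controls, in a single-dose primary screen at 18.75 µM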
Active calls of the source: *; x = no result given.

SMILES	CF NFkB inh	Shn3 inh set2	KKLEB tox	MITF TRPM1 inh	hiPSC survival	EBV LMP1 NFkB	Peg3 prom inh	NR2E3 ag-1	TRAIL sens C8	NR2E3 ag-2	HIF-2a block
COc1ccc(C(=O)/C=C2/C(=O)Nc3ccccc32)cc1OC	23	12	-11	-5	-0.6	2	30	0	23	2	40*
Cc1nn(Cc2ccc(C(=O)NC(C)(C)C)o2)c(C)c1Br	2	81	-2	18	1.8	12	4	-2	5	57	1
COC(=O)c1cccc(NS(=O)(=O)c2cccs2)c1C	-5	-2	5	-9	-3.0	0	2	1	-6	-17	-27
Cn1nccc1C(=O)N1CCc2ccccc21	14	-8	-12	3	5.2	3	-11	4	1	-51	-8
O=C(CCNC(=O)c1ccco1)NCCc1c[nH]c2ccccc12	-26	15	-2	27	-0.1	-3	-1	x	-7	-10	7
COc1ccc(-n2c(=O)c3ccccc3c3ccccc3c2=O)c(OC)c1	19	-15	-10	-6	-1.6	-2	10	-3	12	4	25
N=c1c2ccccc2nnn1-c1cccc(C(F)(F)F)c1	-32	-25	-1	1	7.0	1	-39	-1	3	-10	-60
COc1cc2c(cc1OC)CN(CC(=O)NC(=O)NC1CCCCC1)CC2	9	12	0	8	0.2	-3	1	-1	-3	-26	11
COc1ccc(-c2[nH]ncc2CN2CCC(c3ccncc3)CC2)cc1F	12	1	-8	-7	1.3	-7	-22	0	4	8	-21
O=C(Cn1nc(-c2ccccc2)ccc1=O)Nc1ccc(N2CCN(C(=O)c3cccs3)CC2)cc1	-16	10	4	6	-0.4	13	9	2	-35	20	18
CN(C)c1nc(-c2ccccc2)c2cc(Cl)ccc2n1	28	6	-11	14	-0.3	6	2	-1	0	-6	8
CCN(CCS(=O)(=O)c1ccc(Cl)cc1)C(=O)Nc1ccccc1	7	-11	-17	x	-0.1	x	-6	5	-15	-11	6
COc1cccc(NC(=O)CSc2nc3ccccc3c(=O)n2Cc2cccs2)c1	-4	9	-15	-7	4.7	-5	-5	-1	6	-30	-15
C[C@H](NC(=O)c1nc[nH]c1C(=O)N[C@H](C)c1ccccc1)C(=O)OC(C)(C)C	3	25	2	7	6.3	-4	11	0	16	-9	15
Cc1c(Cc2ccc3c(c2)OCO3)sc(NC(=O)c2cccc3ccccc23)c1C(N)=O	31	-4	-28	x	-2.5	22	25	4	-3	-52	-70
CCc1ccc(NC(=O)C(C)OC(=O)C2CCC(=O)N2)cc1 (configuration not stated)	-10	-15	4	-2	2.9	-3	-7	-1	0	-18	-22
COc1ccc(NC(=O)CN(C)C(=O)c2cccnc2Sc2ccc(C)c(C)c2)cc1	-11	10	1	2	-0.3	-10	21	-7	5	9	12
CCCc1cc(-c2n[nH]c(=S)n2CC(C)C)cs1	8	-4	1	-9	1.0	5	19	3	-8	-8	9
CCC(C(=O)N1CC2(C)CC1CC(C)(C)C2)N1C(=O)c2ccccc2C1=O (configuration not stated)	-6	-18	-6	6	5.1	-6	10	-2	0	-24	18
C=CC[n+]1c(-c2ccc(C)cc2)csc1Nc1c(C)n(C)n(-c2ccccc2)c1=O	13	21	22	3	-1.1	-3	16	0	6	-1	4
COc1ccc(N(CC(=O)NCc2ccc(Cl)cc2)S(=O)(=O)c2c(C)noc2C)cc1	16	5	4	-12	-0.6	-8	5	4	-9	-27	12
NC(=O)c1ccsc1NC(=O)COC(=O)c1ccccc1NCc1ccco1	19	-20	-11	-9	-1.8	-4	-55	1	3	2	-127
CC(NS(=O)(=O)c1ccc(Br)cc1)C(=O)NCc1ccco1 (configuration not stated)	-13	-7	6	8	-0.8	-11	7	-5	-9	18	11
O=C(O)CN1C(=O)c2ccc(Oc3ccc([N+](=O)[O-])cc3)cc2C1=O	5	8	8	-7	-0.2	-3	-4	4	-5	-12	4
NC(=O)c1ccc(NC(=O)COC(=O)c2cc3ccccc3cc2O)cc1	17	-51	6	-8	1.8	-25	-22	x	-5	16	-14
Additional records follow:
SMILES	CF NFkB inh	Shn3 inh set2	KKLEB tox	MITF TRPM1 inh	hiPSC survival	EBV LMP1 NFkB	Peg3 prom inh	NR2E3 ag-1	TRAIL sens C8	NR2E3 ag-2	HIF-2a block
Cc1ccc2c(cnn2C(=O)CCC(=O)N2CCCCC2)c1	-21	-13	0	-3	-2.0	-5	2	2	3	-8	-6
CC1CCCN(C(=O)c2cccc(S(=O)(=O)N3CCCC3)c2)C1 (configuration not stated)	-7	-2	17	0	4.2	-3	7	0	15	19	0
COc1cc(S(=O)(=O)NCc2ccccc2Cl)ccc1-n1cnnn1	15	22	4	3	-0.1	1	15	-1	-9	-21	1
COc1ccc(/C=N/n2cnc3scc(-c4cccs4)c3c2=O)cc1OC	-14	-5	5	-12	-0.2	5	14	2	-5	5	16
CC(Sc1ccc(Cl)cc1)C(=O)NNC(=O)c1ccncc1 (configuration not stated)	-17	-8	13	4	0.3	0	3	1	-2	-19	10
COc1cc(CCC(=O)OCC(=O)Nc2ccc(F)c(F)c2F)cc(OC)c1OC	-20	9	2	3	-0.6	-3	-14	2	1	-8	-5
CCO/C([O-])=N/c1sn[n+](C)c1C	6	-15	2	-5	-0.1	-2	2	7	-3	-18	5
Cc1ccc([C@H]2C(C(=O)O)=CC[C@@H](c3ccc4c(c3)OCO4)N2S(=O)(=O)c2ccc(C)cc2)cc1	-2	-1	11	4	6.7	-6	8	x	-9	2	19
O=C(Nc1ccc(S(=O)(=O)N2CCCC2)cc1)C1COc2ccccc2O1 (configuration not stated)	8	-13	-3	x	-2.1	-16	-9	2	-15	-32	-8
COC(=O)CCP(=O)(O)Cc1ccccc1CP(=O)(O)CCC(=O)OC	14	-20	0	14	2.1	-8	-2	0	1	-26	21
Cn1cnnc1SCC(=O)c1ccc2c(c1)OCCO2	0	-13	-11	10	5.0	-4	-10	1	-13	-29	-37
Cc1cc(C)n(CCNC(=O)[C@H]2O[C@@H](n3ccc(N)nc3=O)[C@H](O)[C@@H]2O)n1	5	9	-23	x	0.0	x	7	x	19	16	20
Cc1ccc(-c2cccc(CN3CCN(C(C)C)C(CCO)C3)c2)o1 (configuration not stated)	-8	-20	-1	-7	0.3	-6	12	6	4	-21	1
O=C(NCc1cccnc1)c1ccc([N+](=O)[O-])o1	14	-10	-27	58	-2.9	-6	33	-4	8	-1	4
CCC(=O)N1CCN(c2ccccc2NC(=O)COc2cccc(C)c2C)CC1	-8	2	-12	3	-0.3	6	24	3	6	11	7
CCOC(=O)N1CCN(C(=O)c2cn(C)c3ccc(S(=O)(=O)N(CC)CC)cc3c2=O)CC1	-23	-8	4	16	0.3	7	12	0	-8	-3	23
CC(C)[C@H](NC(=O)[C@H]1N2C(=O)c3ccccc3C2SC1(C)C)C(=O)NCc1ccco1 (some centres not stated)	-1	-5	0	15	-0.4	4	3	-1	-10	26	1
Cc1ccc(S(=O)(=O)N[C@@H](CC(C)C)C(=O)N2CCC(C(=O)N[C@@H](Cc3ccccc3)C(=O)O)CC2)cc1	-13	-15	16	-8	-2.9	1	16	1	13	-12	2
Cc1cccc(C(=O)NC2CCN(C(=O)Nc3ccccc3C)CC2)c1	-20	-6	5	11	-1.6	-11	4	1	3	10	3
Cc1cc(C)cc(NC(=O)Oc2ccccc2N2CCCCC2)c1	-2	-25	12	13	-0.6	-1	18	-2	-5	-23	17
OCCCNc1nc(-c2ccc(Br)cc2)nnc1-c1ccc(Cl)cc1	-19	-12	-1	5	-0.6	2	-4	3	22	-26	12
O=C1C2C(c3ccccc3)CC=CC2[C@H](c2cccc([N+](=O)[O-])c2)N1Cc1ccccc1 (some centres not stated)	10	-1	-10	3	2.2	1	13	2	2	-16	4
CC1CN(S(=O)(=O)c2cccc(C(=O)NCCCn3ccnc3)c2)CC(C)O1 (configuration not stated)	6	-4	1	10	-0.3	-3	2	1	-9	-1	-1
CC1CCCCC12NC(=O)N(CC(=O)N1CCN(S(=O)(=O)/C=C/c3ccccc3)CC1)C2=O (configuration not stated)	-11	-7	4	7	0.5	-1	-1	3	5	11	7
Cc1cccc(C)c1-n1nnnc1C(c1ccnc2ccccc12)N1CCN(C/C=C/c2ccccc2)CC1 (configuration not stated)	3	16	-22	x	-0.3	x	-6	x	2	-8	-16
Other results.
SMILES	CF NFkB inh	Shn3 inh set2	KKLEB tox	MITF TRPM1 inh	hiPSC survival	EBV LMP1 NFkB	Peg3 prom inh	NR2E3 ag-1	TRAIL sens C8	NR2E3 ag-2	HIF-2a block
COc1ccc(S(=O)(=O)N(CC(=O)NCc2ccncc2)Cc2ccccc2)cc1	-12	16	-1	-2	-0.7	0	15	3	3	-13	6
COc1cccc(-c2nn(-c3ccccc3)cc2C(=O)Nc2nccs2)c1	-23	-4	13	-11	-3.8	1	18	-4	20	-20	-25
COc1ccc(S(=O)(=O)N(C)C)cc1NC(=O)CN1CCN(C(=O)C2CC2)CC1	-2	1	6	-1	-0.4	-8	11	2	-8	15	6
CC(Oc1ccc2c3c(c(=O)oc2c1)CCC3)C(=O)NCc1cccnc1 (configuration not stated)	8	-12	-6	-3	-0.3	-3	6	2	3	5	-16
NC(=O)c1cc2ccncc2c2ccccc12	79*	6	-7	-9	-0.2	35	-16	1	17	-33	33
N/C(CC(=O)NC1CCCCC1)=N\OCC(=O)Nc1ccc(Cl)c(Cl)c1	-7	2	4	1	-0.2	-5	17	2	-13	-7	13
Cc1cc(Cl)ccc1OC(C)C(=O)NNC(=O)C1CCCCC1C(=O)O (configuration not stated)	10	-2	-13	15	-0.3	-3	12	x	-1	-11	1
C[C@H](NC(=O)C1CCN(S(=O)(=O)c2ccccc2)CC1)C(=O)NCc1ccccc1	11	-13	-2	3	-0.6	-2	3	-1	-1	-10	4
Cn1nc(/C=C/c2ccccc2)ccc1=O	-6	-40	24	-21	-0.7	0	-138	-1	16	-27	-162
COc1ccc(CN2CCN(C(=O)CCC(=O)Nc3nnc(C(F)(F)F)s3)CC2)cc1F	-1	10	-2	-42	-0.5	0	-15	2	6	23	11

Three of the compounds above, in CSV form.
Structure,CF NFkB inh,Shn3 inh set2,KKLEB tox,MITF TRPM1 inh,hiPSC survival,EBV LMP1 NFkB,Peg3 prom inh,NR2E3 ag-1,TRAIL sens C8,NR2E3 ag-2,HIF-2a block
COc1cc(S(=O)(=O)NCc2ccccc2Cl)ccc1-n1cnnn1,15,22,4,3,-0.1,1,15,-1,-9,-21,1
COc1ccc(/C=N/n2cnc3scc(-c4cccs4)c3c2=O)cc1OC,-14,-5,5,-12,-0.2,5,14,2,-5,5,16
CC(Sc1ccc(Cl)cc1)C(=O)NNC(=O)c1ccncc1 (configuration not stated),-17,-8,13,4,0.3,0,3,1,-2,-19,10

Some of the compounds tested; rates above refer to the full screens.
